Source: PubChem BioAssay
Neddylation inh – inhibitors of cullin neddylation, primary screen, biochemical, TR-FRET, uHTS, NAE and Ubc12 | NEDD8-conjugating enzyme Ubc12 (Homo sapiens) + NEDD8-activating enzyme E1 regulatory … | AID 651699, 2012 | calls only at 25 µM | actives 0.58% (n = 360,000); in the data active = inhibition above about 36%
STEP inh – STEP phosphatase inhibitors, primary screen, biochemical, fluorescence intensity, uHTS; Tyrosine-protein phosphatase non-receptor type 5 (Homo sapiens), P54829; recombinant STEP, OMFP fluorogenic substrate; inhibition, % at 20 µM; actives 0.25% (n = 360,000); AID 588621, 2011;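 active = inhibition at 20 µM, scaled per plate between control wells, above about 37%, limit read from the data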;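 also: 0% = DMSO with enzyme and substrate and 100% = substrate only without enzyme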
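System: isolated STEP enzyme; schedule: 20 min enzyme reaction at room temperature, protected from light; medium: Bis-Tris buffer pH 6.0, 2.5 mM DTT, 0.005% Tween 20; signal: fluorescence, 480/540 nm; dosing: single compound dose of 20 µM, 1% DMSO final; also added: OMFP substrate, 25 µM final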
NadD inh – inhibitors of S. aureus NadD, primary screen, biochemical, colorimetric, uHTS; Nicotinate-nucleotide adenylyltransferase NadD (Staphylococcus aureus N315); purified NadD enzyme, colorimetric absorbance read-out; inhibition, % at 20 µM; actives 0.78% (n = 360,000); AID 602399, 2012; in the data active = inhibition above about 26%; also: some compounds past the cut are filed as inactive
Rin1 Abl inh – inhibitors of Rin1-Abl protein binding, primary screen, biochemical, TR-FRET | inhibition, % at 7.35 µM | actives 0.4% (n = 360,000) | Tyrosine-protein kinase ABL1 (Homo sapiens) + Ras and Rab interactor 1 (Homo sapiens), …; in the data active = inhibition above about 5%, passing the limit was not always enough
Target sequence (P00519 whole entry, looked up): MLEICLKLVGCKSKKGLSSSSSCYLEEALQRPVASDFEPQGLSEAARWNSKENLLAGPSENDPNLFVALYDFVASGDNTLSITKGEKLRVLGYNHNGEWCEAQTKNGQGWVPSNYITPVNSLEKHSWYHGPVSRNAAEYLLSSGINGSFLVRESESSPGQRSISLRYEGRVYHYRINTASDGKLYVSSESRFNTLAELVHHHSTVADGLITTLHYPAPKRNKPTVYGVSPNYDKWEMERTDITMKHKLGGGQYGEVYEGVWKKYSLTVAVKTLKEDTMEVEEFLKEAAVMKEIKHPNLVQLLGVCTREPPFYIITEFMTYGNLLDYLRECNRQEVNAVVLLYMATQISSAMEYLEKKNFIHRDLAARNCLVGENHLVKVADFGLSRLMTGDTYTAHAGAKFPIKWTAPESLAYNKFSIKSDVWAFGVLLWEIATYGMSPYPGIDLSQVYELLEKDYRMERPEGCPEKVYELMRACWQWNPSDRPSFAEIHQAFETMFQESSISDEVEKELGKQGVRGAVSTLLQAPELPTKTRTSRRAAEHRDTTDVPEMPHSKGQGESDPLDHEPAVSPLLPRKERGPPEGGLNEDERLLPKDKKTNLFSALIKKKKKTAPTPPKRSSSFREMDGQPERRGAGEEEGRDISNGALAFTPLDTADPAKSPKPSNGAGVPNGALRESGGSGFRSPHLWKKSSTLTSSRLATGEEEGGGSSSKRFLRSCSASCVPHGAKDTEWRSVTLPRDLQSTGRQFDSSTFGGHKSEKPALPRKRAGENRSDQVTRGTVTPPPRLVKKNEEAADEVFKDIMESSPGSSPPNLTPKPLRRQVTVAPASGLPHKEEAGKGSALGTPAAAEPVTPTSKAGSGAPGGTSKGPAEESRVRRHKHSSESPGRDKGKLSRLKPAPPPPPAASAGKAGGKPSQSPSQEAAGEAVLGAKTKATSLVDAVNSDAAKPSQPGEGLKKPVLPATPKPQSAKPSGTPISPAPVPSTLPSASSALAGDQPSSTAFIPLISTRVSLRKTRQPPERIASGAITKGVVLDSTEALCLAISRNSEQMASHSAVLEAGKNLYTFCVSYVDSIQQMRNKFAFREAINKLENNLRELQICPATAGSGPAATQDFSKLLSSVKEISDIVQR
Target sequence (Q13671 whole entry, looked up): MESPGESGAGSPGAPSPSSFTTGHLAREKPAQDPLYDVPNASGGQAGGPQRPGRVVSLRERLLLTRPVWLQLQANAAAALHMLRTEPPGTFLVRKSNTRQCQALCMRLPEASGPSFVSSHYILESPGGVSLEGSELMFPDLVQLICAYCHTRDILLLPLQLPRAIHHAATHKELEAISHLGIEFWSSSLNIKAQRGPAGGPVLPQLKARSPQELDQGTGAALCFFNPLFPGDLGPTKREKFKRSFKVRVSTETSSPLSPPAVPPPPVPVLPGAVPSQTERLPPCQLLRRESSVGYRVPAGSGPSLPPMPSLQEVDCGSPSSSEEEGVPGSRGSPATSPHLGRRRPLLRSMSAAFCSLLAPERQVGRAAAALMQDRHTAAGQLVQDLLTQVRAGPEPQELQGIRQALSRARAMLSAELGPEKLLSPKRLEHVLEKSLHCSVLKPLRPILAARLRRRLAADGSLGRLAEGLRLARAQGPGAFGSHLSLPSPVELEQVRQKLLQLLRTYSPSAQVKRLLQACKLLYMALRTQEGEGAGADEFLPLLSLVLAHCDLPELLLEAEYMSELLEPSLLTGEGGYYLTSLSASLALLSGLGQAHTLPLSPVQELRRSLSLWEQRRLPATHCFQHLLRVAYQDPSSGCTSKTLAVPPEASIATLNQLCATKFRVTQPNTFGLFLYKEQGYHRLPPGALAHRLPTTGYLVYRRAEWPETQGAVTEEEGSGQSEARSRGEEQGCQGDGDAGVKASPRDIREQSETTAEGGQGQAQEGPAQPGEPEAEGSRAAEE
DNMT1 inh – human DNMT1 methyltransferase inhibitors, primary screen, biochemical, molecular beacon, fluorescence, HinP1I cleavage, uHTS. DNA (cytosine-5)-methyltransferase 1 (Homo sapiens), P26358. inhibition (reported as % activation of signal), % at 10 µM. actives 0.83% (n = 360,000). AID 588458, 2011; in the data active = inhibition above about 50%
Rpn11 block – Rpn11 (PSMD14) deubiquitinase inhibitors, primary screen, biochemical, fluorescence polarization, uHTS; 26S proteasome non-ATPase regulatory subunit 14 (Homo sapiens), O00487; AID 588493, 2011; actives 0.59% (n = 360,000); human 26S proteasome, Ub4-pepOG fluorescence polarization; 20S core pre-blocked with epoxomicin; calls only at 20 µM;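 active = inhibition at 20 µM, scaled to each plate's controls, above about 33%, limit read from the data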
LMPTP block – LMPTP phosphatase inhibitors, primary screen, biochemical, fluorescence intensity, uHTS | actives 0.22% (n = 360,000) | Low molecular weight phosphotyrosine protein phosphatase (Homo sapiens), P24666 | recombinant LMPTP-A, OMFP fluorogenic substrate | inhibition, % at 20 µM;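 active = compounds that cut the enzyme signal by at least half of the control window in the single-dose screen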;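 also: plate controls were DMSO wells with enzyme plus substrate for no effect and substrate without enzyme for full effect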
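Test system: LMPTP-A phosphatase enzyme; input: 0.625 nM LMPTP-A final; reagent: OMFP substrate, 400 µM final; compound dosing: 20 µM single dose, 3% DMSO; incubation: 50 min dark incubation at room temperature; measured by: endpoint fluorescence intensity from OMFP dephosphorylation; measure: % inhibition relative to no-enzyme and uninhibited control wells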
SUMO1 PPI mod – modulators of SUMO1 protein-protein interactions, primary screen, biochemical, uHTS | AID 602429, 2012 | inhibition, % at 20 µM | SUMO1 binding to a labelled peptide, TR-FRET, 1 h | Small ubiquitin-related modifier 1 (Homo sapiens), P63165 | actives 0.33% (n = 360,000); in the data active = inhibition above about 37%
CSN deneddyl inh – inhibitors of CSN-mediated cullin deneddylation, primary screen, biochemical, fluorescence polarization, uHTS; actives 0.38% (n = 360,000); Purified CSN, SCF-Nedd8-OG deneddylation; inhibition, % at 12.5 µM; COP9 signalosome complex subunit 5 (Homo sapiens), Q92905; AID 651999, 2013;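 active = pattern-corrected inhibition above about 35%, with an unprinted fluorescence ratio check between 0.5 and 1.5, limit read from the data, passing the limit was not always enough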;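 also: 0% = enzyme with substrate and 100% = substrate without enzyme; some results filed as inactive read as strong as hits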
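Material: purified human Csn5 enzyme expressed in HEK293T cells / Medium: Tris buffer pH 7.5, NaCl, DTT, Tween-20, trehalose, ovalbumin / Compound dosing: 12.5 µM single point / Schedule: 90 min incubation of compound, enzyme and substrate at room temperature / Signal: fluorescence polarization of the substrate / Control set: no-enzyme wells high, enzyme-with-substrate wells low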
Scp-1 inhibitor – Scp-1 phosphatase inhibitors, primary screen, biochemical, colorimetric, uHTS | Recombinant Scp1, phosphopeptide, malachite green phosphate absorbance | inhibition, % at 20 µM | actives 0.88% (n = 340,000) | AID 493091, 2011;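 active = inhibition above about 50% at 20 µM, limit read from the data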;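 also: plate controls were DMSO wells with enzyme for no effect and wells lacking enzyme for full effect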
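Assay system: SCP-1 catalytic fragment, aa 76-261 | Buffer or medium: Tris acetate buffer pH 5.5 with MgCl2 and Tween-20 | Compound: One concentration, 20 µM, with 1.0% DMSO | Also added: Phospho 17-mer peptide substrate | Signal: Absorbance at 630 nm | Incubation: 45 min enzyme reaction at room temperature | Measure: % inhibition of SCP-1 phosphate liberation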
* = called active by the depositor.

`S=C(NCCN1CCOCC1)Nc1cccc2ccccc12` gave Neddylation inh inactive, STEP inh 0, NadD inh -3, Rin1 Abl inh 0, DNMT1 inh 2, Rpn11 block inactive, LMPTP block -3.1, SUMO1 PPI mod -7, CSN deneddyl inh -8 and Scp-1 inhibitor -5.
`O=C(CNC(=O)/C(=C/c1ccccc1)NC(=O)c1ccc(Br)cc1)OCc1ccccc1` gave Neddylation inh inactive, STEP inh 1, NadD inh -1, Rin1 Abl inh 6, DNMT1 inh -1, Rpn11 block inactive, LMPTP block 1.8, SUMO1 PPI mod -1, CSN deneddyl inh 1 and Scp-1 inhibitor -10.
O=C(N1CCOCC1)N1CCCN(C(=O)N2CCOCC2)CC1 was read as Neddylation inh inactive, STEP inh -3, NadD inh 2, Rin1 Abl inh -2, DNMT1 inh 3, Rpn11 block inactive, LMPTP block -0.1, SUMO1 PPI mod 0, CSN deneddyl inh -1 and Scp-1 inhibitor -17.
COC(=O)CC(N)c1ccc(Br)cc1 (stereo not drawn) was read as Neddylation inh inactive, STEP inh -1, NadD inh -2, Rin1 Abl inh 6, DNMT1 inh 3, Rpn11 block inactive, LMPTP block 0.1, SUMO1 PPI mod 1, CSN deneddyl inh 2 and Scp-1 inhibitor 8.
For CCS(=O)(=O)N1CCN(c2ccccc2F)CC1 the results were Neddylation inh inactive, STEP inh 2, NadD inh -1, Rin1 Abl inh 2, DNMT1 inh -3, Rpn11 block inactive, LMPTP block -0.5, SUMO1 PPI mod 3, CSN deneddyl inh 3 and Scp-1 inhibitor -12.
COc1cccc(N2CC(NS(=O)(=O)c3cccnc3)CC2=O)c1 (stereo not drawn) was read as Neddylation inh inactive, STEP inh -1, NadD inh -1, Rin1 Abl inh -5, DNMT1 inh 2, Rpn11 block inactive, LMPTP block 0.1, SUMO1 PPI mod 3, CSN deneddyl inh -1 and Scp-1 inhibitor 3.
Screening O=C(CNS(=O)(=O)c1c(Cl)cccc1Cl)OCC(=O)N1CCN(c2ccccc2)CC1 returned Neddylation inh inactive, STEP inh -1, NadD inh -3, Rin1 Abl inh 0, DNMT1 inh -4, Rpn11 block inactive, LMPTP block -0.4, SUMO1 PPI mod -2, CSN deneddyl inh -1 and Scp-1 inhibitor 10.
Screening Cc1cccc(-c2cc3nc(C)c(C)c(NCCCn4ccnc4)n3n2)c1 returned Neddylation inh inactive, STEP inh 2, NadD inh 6, Rin1 Abl inh 2, DNMT1 inh -1, Rpn11 block inactive, LMPTP block 30, SUMO1 PPI mod 8, CSN deneddyl inh -1 and Scp-1 inhibitor -10.
For CCC1CCCCN1C(=O)c1ccc(OC)c(OC2CCN(C(C)C)CC2)c1 (stereo not drawn) the results were Neddylation inh inactive, STEP inh -2, NadD inh -5, Rin1 Abl inh 3, DNMT1 inh 2, Rpn11 block inactive, LMPTP block -0.3, SUMO1 PPI mod 3, CSN deneddyl inh 6 and Scp-1 inhibitor -1.
O=C(CSCc1c(F)cccc1Cl)NNC(=S)NC1CCCCC1 was read as Neddylation inh inactive, STEP inh 1, NadD inh 5, Rin1 Abl inh -3, DNMT1 inh -1, Rpn11 block inactive, LMPTP block 1.0, SUMO1 PPI mod 0, CSN deneddyl inh 0 and Scp-1 inhibitor -7.
Screening S=C(NN=Cc1ccc2c(c1)OCO2)NN=Cc1ccc2c(c1)OCO2 returned Neddylation inh inactive, STEP inh 2, NadD inh 20, Rin1 Abl inh -6, DNMT1 inh -5, Rpn11 block inactive, LMPTP block 5.2, SUMO1 PPI mod -10, CSN deneddyl inh 5 and Scp-1 inhibitor -8.
O=C(NCc1cccs1)c1csc([C@H]2C[C@H](O)[C@@H](CO)O2)n1 was read as Neddylation inh inactive, STEP inh -1, NadD inh -8, Rin1 Abl inh -6, DNMT1 inh 1, Rpn11 block inactive, LMPTP block -0.8, SUMO1 PPI mod -1 and CSN deneddyl inh 6.
CCCOc1ccc(/C=C/C(=O)NC2CCCCC2)cc1 was read as Neddylation inh inactive, STEP inh 2, NadD inh -4, Rin1 Abl inh 4, DNMT1 inh 7, Rpn11 block inactive, LMPTP block -0.1, SUMO1 PPI mod 12, CSN deneddyl inh -1 and Scp-1 inhibitor -5.
For CCCCn1c(N)c(N(CC(C)C)C(=O)COc2cc(C)ccc2Cl)c(=O)[nH]c1=O the results were Neddylation inh inactive, STEP inh -2, NadD inh 0, Rin1 Abl inh -2, DNMT1 inh -1, Rpn11 block inactive, LMPTP block -0.3, SUMO1 PPI mod 1, CSN deneddyl inh 1 and Scp-1 inhibitor -1.
`Cc1c(OCC(=O)NCCCN2CCOCC2)ccc2c3c(c(=O)oc12)CCCC3` gave Neddylation inh inactive, STEP inh 2, NadD inh 1, Rin1 Abl inh 4, DNMT1 inh 0, Rpn11 block inactive, LMPTP block 0.3, SUMO1 PPI mod 1, CSN deneddyl inh 0 and Scp-1 inhibitor -4.
`C/C=C\C=C/C(=O)Nc1cccc(C2=NOC3(C2)C[C@H](C(N)=O)N(C(=O)Cc2ccc([N+](=O)[O-])cc2)C3)c1` (stereo partly drawn) gave Neddylation inh inactive, STEP inh 0, NadD inh 27, Rin1 Abl inh 2, DNMT1 inh -3, Rpn11 block inactive, LMPTP block 9.5, SUMO1 PPI mod -13, CSN deneddyl inh 6 and Scp-1 inhibitor 0.
`CC(=O)c1cccc(NC(=O)c2c(F)c(F)c(F)c(F)c2F)c1` gave Neddylation inh inactive, STEP inh 2, NadD inh 7, Rin1 Abl inh 0, DNMT1 inh 4, Rpn11 block inactive, LMPTP block -0.8, SUMO1 PPI mod 3, CSN deneddyl inh -1 and Scp-1 inhibitor -6.
CCN(CC)c1ccc(/C=N/NC(=O)Cc2ccc(OC)c(OC)c2)cc1 was read as Neddylation inh active, STEP inh 0, NadD inh -4, Rin1 Abl inh -1, DNMT1 inh -6, Rpn11 block inactive, LMPTP block 0.2, SUMO1 PPI mod -26, CSN deneddyl inh -1 and Scp-1 inhibitor -4.
O=C(O)c1ccc(Nc2cc(Cl)c3nonc3c2[N+](=O)[O-])cc1 was read as Neddylation inh inactive, STEP inh 13, NadD inh -1, Rin1 Abl inh 0, DNMT1 inh 1, Rpn11 block inactive, LMPTP block 0.1, SUMO1 PPI mod -9, CSN deneddyl inh -3 and Scp-1 inhibitor -3.
`Cc1ccc(-c2nnc(Nc3ccc4c(c3)OCO4)c3ccccc23)cc1S(N)(=O)=O` gave Neddylation inh inactive, STEP inh 0, NadD inh 1, Rin1 Abl inh -2, DNMT1 inh -15, Rpn11 block inactive, LMPTP block 1.6, SUMO1 PPI mod -2, CSN deneddyl inh 5 and Scp-1 inhibitor -5.
Screening CCC(c1nnc(SCC(=O)Nc2nnc(-c3ccccc3)o2)n1Cc1ccccc1)N(C)C (stereo not drawn) returned Neddylation inh inactive, STEP inh 0, NadD inh 6, Rin1 Abl inh -1, DNMT1 inh 2, Rpn11 block inactive, LMPTP block -0.4, SUMO1 PPI mod 4, CSN deneddyl inh 0 and Scp-1 inhibitor -10.
`Cc1ccc(NC(=O)c2ccc(Cl)c(N3C(=O)C=CC3=O)c2)cc1` gave Neddylation inh inactive, STEP inh 2, NadD inh 5, Rin1 Abl inh 1, DNMT1 inh -21, Rpn11 block inactive, LMPTP block -0.9, SUMO1 PPI mod 4, CSN deneddyl inh 6 and Scp-1 inhibitor -2.
For CC1=C(C(=O)OCc2ccc3c(c2)OCO3)C(c2ccc(F)cc2)NC(=O)N1 (stereo not drawn) the results were Neddylation inh inactive, STEP inh -1, NadD inh -8, Rin1 Abl inh -3, DNMT1 inh 0, Rpn11 block inactive, LMPTP block -1.2, SUMO1 PPI mod 3, CSN deneddyl inh -3 and Scp-1 inhibitor -4.
For CCOc1ccccc1OCCOCCOc1c(Cl)cccc1Cl the results were Neddylation inh inactive, STEP inh 2, NadD inh -9, Rin1 Abl inh 0, DNMT1 inh 9, Rpn11 block inactive, LMPTP block 1.2, SUMO1 PPI mod 1, CSN deneddyl inh -3 and Scp-1 inhibitor -10.
CSC1=NC(C)(C)C=C(/C=C/c2ccc(Cl)cc2)N1 was read as Neddylation inh inactive, STEP inh 1, NadD inh 4, Rin1 Abl inh 3, DNMT1 inh -9, Rpn11 block inactive, LMPTP block 1.9, SUMO1 PPI mod 5, CSN deneddyl inh -3 and Scp-1 inhibitor -1.
For CC(C)C(=O)Nc1nnc(S(=O)(=O)N2CCc3ccccc32)s1 the results were Neddylation inh inactive, STEP inh -1, NadD inh -4, Rin1 Abl inh 4, DNMT1 inh 2, Rpn11 block inactive, LMPTP block -0.6, SUMO1 PPI mod 7, CSN deneddyl inh 4 and Scp-1 inhibitor -6.
Screening Cc1cccc(NC(=O)Nc2cccc(Oc3c(F)c(F)c(F)c(F)c3F)c2)c1 returned Neddylation inh inactive, STEP inh -2, NadD inh -5, Rin1 Abl inh -1, DNMT1 inh -3, Rpn11 block inactive, LMPTP block 2.9, SUMO1 PPI mod -2, CSN deneddyl inh 1 and Scp-1 inhibitor 7.
`Cc1cc(Oc2ccc(Cl)cc2)nc(-c2ccccc2O)n1` gave Neddylation inh inactive, STEP inh 2, NadD inh -2, Rin1 Abl inh 0, DNMT1 inh -5, Rpn11 block inactive, LMPTP block 3.0, SUMO1 PPI mod 0, CSN deneddyl inh -2 and Scp-1 inhibitor 0.

Quoted at random: 2 entries already listed
For CCOc1ccccc1OCCOCCOc1c(Cl)cccc1Cl the results were Neddylation inh inactive, STEP inh 2, NadD inh -9, Rin1 Abl inh 0, DNMT1 inh 9, Rpn11 block inactive, LMPTP block 1.2, SUMO1 PPI mod 1, CSN deneddyl inh -3 and Scp-1 inhibitor -10.
For CC(C)C(=O)Nc1nnc(S(=O)(=O)N2CCc3ccccc32)s1 the results were Neddylation inh inactive, STEP inh -1, NadD inh -4, Rin1 Abl inh 4, DNMT1 inh 2, Rpn11 block inactive, LMPTP block -0.6, SUMO1 PPI mod 7, CSN deneddyl inh 4 and Scp-1 inhibitor -6.
